L major viab: Leishmania major promastigote growth inhibition; actives 9% (n = 200,000); inhibition, % at 10 µM; AID 1063; Leishmania major promastigotes, resazurin fluorescence viability; in the data active = inhibition above about 50%;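 also: promastigotes grown with compound for 44 hours at 28 °C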
TNAP inh hi DEA: TNAP (human) inhibition, high acceptor; actives 0.03% (n = 200,000); purified TNAP, CDP-star luminescence, 1 M DEA; inhibition, % at 20 µM; P05186;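 active = over 50% inhibition of tissue-nonspecific alkaline phosphatase at 20 µM in the single-dose screen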;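 also: plate controls were DMSO wells for no effect and EDTA-quenched wells as full inhibition for full effect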
Target sequence (P05186 whole entry, looked up): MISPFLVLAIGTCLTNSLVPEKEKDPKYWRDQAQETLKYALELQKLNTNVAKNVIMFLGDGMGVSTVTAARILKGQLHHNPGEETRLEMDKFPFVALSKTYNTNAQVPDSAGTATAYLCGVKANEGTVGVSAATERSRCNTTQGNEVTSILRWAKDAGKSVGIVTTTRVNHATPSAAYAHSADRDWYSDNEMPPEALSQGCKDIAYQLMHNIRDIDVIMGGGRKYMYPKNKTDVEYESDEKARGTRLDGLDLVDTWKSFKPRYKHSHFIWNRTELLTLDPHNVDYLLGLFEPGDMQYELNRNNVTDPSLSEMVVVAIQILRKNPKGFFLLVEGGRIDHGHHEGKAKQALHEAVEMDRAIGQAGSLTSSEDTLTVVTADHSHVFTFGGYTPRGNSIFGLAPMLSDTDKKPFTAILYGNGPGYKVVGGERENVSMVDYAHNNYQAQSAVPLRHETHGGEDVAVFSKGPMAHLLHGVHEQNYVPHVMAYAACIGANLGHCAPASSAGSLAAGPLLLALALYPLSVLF
FLuc act counter: firefly luciferase counter-screen for stimulation assays; P08659; ATPlite luciferase biochemical, luminescence, 10 min; 0 = ATP-free wells, 1 = DMSO control; activation factor at 10 µM; 200,000 tested, under 10 active;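 active = luciferase activation factor, scaled between plate controls, of at least 2 with compound at 10 µM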
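Material: Luciferase/luciferin reagent mix; Doses: test compounds dosed from 2 mM stocks in 100% DMSO; Schedule: 10 min incubation after luciferase reagent addition, room temperature; Measured by: luminescence from luciferase reaction; Read-out: luminescence gain marking luciferase activators.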
RAM inhibit: yeast RAM network inhibition | S. cerevisiae dse1pr::URA3 reporter, 5-FOA growth OD615, 2 d; analog-sensitive cbk1-as2 kinase mutant strain | inhibition, % at 50 µM | actives 1.8% (n = 190,000);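 active = inhibition above a set limit, 3 SD over mean compound inhibition, cut at about 8.4% in these data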;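 also: 0% = DMSO-only wells with no growth and 100% = 10 µM 1-NA-PP1 full growth; inhibition rescues growth on 5-FOA so higher OD means more RAM inhibition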
FLuc inh counter: inhibits firefly luciferase, flagging false hits in luciferase inhibition screens | ATPLite firefly luciferase biochemical luminescence, 10 min | inhibition, % at 10 µM | actives 1.5% (n = 200,000) | AID 1006;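 active = inhibition above about 50% when tested at 10 µM, limit read from the data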
bIAP act: increases bovine intestinal alkaline phosphatase activity; purified bovine IAP, CDP-star luminescence, 30 min; hits give high values; fold of DMSO-control signal, blank-subtracted; activation factor at 20 µM; actives 0.17% (n = 200,000);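 active = activation factor of 2 or more at 20 µM, a signal rise over negative controls twice the positive control's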
bIAP inhibitor: blocks bovine intestinal alkaline phosphatase activity | purified bovine IAP, CDP-star luminescence, 30 min | inhibition, % at 20 µM | 190,000 tested, under 10 active | AID 1019;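 active = over 50% inhibition of intestinal alkaline phosphatase at 20 µM in the single-dose screen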
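test system = bovine IAP enzyme | medium = DEA buffer 100 mM, pH 9.8, with MgCl2 1.0 mM, ZnCl2 0.02 mM | detection = luminescence | dosing = single compound dose of 20 µM, 2% DMSO final | incubation = 30 min reaction at room temperature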
TNAP act hi DEA: activators of human TNAP at high phosphate acceptor concentration | 200,000 tested, under 10 active | P05186 | activation factor at 20 µM | AID 1136 | purified TNAP, CDP-star luminescence, 1 M DEA, 30 min; hits give high values; 0 = EDTA background, 1 = DMSO-only activity;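 active = activation factor at least 2 at 20 µM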
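Assay system: human TNAP; Input: enzyme diluted 1/800 final; Reagent: CDP-star luminogenic substrate at 100 µM final; Timing: 30 min, room temperature; Signal: luminescence; Evaluation: TNAP activation factor scaled between EDTA and DMSO control wells.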
APP transl inh: APP translation inhibition | actives 0.82% (n = 190,000) | SH-SY5Y APP 5'UTR-luciferase reporter, luminescence | inhibition, % at 2 µM;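 active = inhibition above a set limit, derived from the sample mean plus 3 SD, cut at about 45% in these data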; also: values of inactives mirror those of a sister screen read the other way
TNAP inh no acc: TNAP (human) inhibition, acceptor-free conditions | P05186 | purified TNAP, CDP-star luminescence, 30 min | inhibition, % at 20 µM | actives 0.26% (n = 200,000);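 active = tissue-nonspecific alkaline phosphatase inhibition above about 50% at 20 µM in the single-dose screen, limit read from the data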;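 also: 0% = DMSO negative control and 100% = EDTA positive control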
Active calls of the source: *; . = no result given. No enrichment for hits. Share with any hit: about 13%.

No.	SMILES	FLuc act counter	TNAP inh no acc	RAM inhibit	TNAP inh hi DEA	FLuc inh counter	APP transl inh	bIAP inhibitor	TNAP act hi DEA	L major viab	bIAP act
1	O=C(CN1CCNCC1)Nc1ccccc1Cl	1	-1	-1.1	1	-1	4	-2	1	-5	1
2	Cc1ccc(C(C(=O)NC(C)(C)C)N(C(=O)c2csnn2)C2CC2)cc1 (stereo not given)	1	-6	0.2	-1	-2	28	8	1	-3	0.9
3	O=c1[nH]c2cc(Cl)c([N+](=O)[O-])nc2[nH]1	1.1	2	0.8	0	-9	-28	38	1	-10	0.6
4	COc1cccc(N(CC(=O)NC(C)c2ccccc2)S(C)(=O)=O)c1 (stereo not given)	1	-10	0.0	-8	2	-17	2	1.1	-6	1
5	CCOC(=O)c1c(NC(=O)C2C3C=CC(C3)C2C(=O)O)sc2c1CC(C)(C)OC2 (stereo not given)	1	-1	0.9	-1	-1	-9	-14	1	-6	1.1
6	CC(=O)NC1C(=O)SC1(C)C (stereo not given)	1.1	-57	2.0	-6	-8	-1	-10	1.1	-1	1.1
7	CCCOC(=O)C1=C(C)NC2=C(C(=O)C(C(=O)OC)C(C)C2)C1c1ccc(N(C)C)cc1 (stereo not given)	1	-3	1.8	3	1	-10	-3	1	4	1
8	c1ccc(CSc2ccc(-c3cccnc3)nn2)nc1	1	-98	1.9	-6	0	-31	14	1.1	-6	0.9
9	CCOc1cc(C2NC(=O)NC(C)=C2C(=O)OC(C)CC)cc(Br)c1O (stereo not given)	1.1	-12	1.8	-6	-6	-4	6	1.1	-1	0.9
10	Cc1cc(C)cc(C(=O)N2CCN=C2SCc2ccc([N+](=O)[O-])cc2)c1	1	-7	0.0	1	0	0	-11	1	21	1.1
11	Cc1cc(NC(=O)C2C3C(=O)N(CC4CCCO4)C(C(=O)NC(C)(C)C)C34C=CC2(C)O4)no1 (stereo not given)	1	-8	0.1	-2	-1	6	-11	1	0	1.1
12	Cc1ccc(-n2c(-c3ccccc3)c[nH]c2=S)cc1	1	5	-0.2	-1	3	-11	13	1	6	0.9
13	CC1=C(C#N)C(c2cn(-c3ccccc3)nc2-c2cccs2)C(C#N)=C(C)N1	1.1	-11	5.1	-7	-5	-11	14	1.1	66*	0.9
14	CC(Oc1ccc(Cl)cc1Cl)C(=O)Nc1ccc(N2CCN(C)CC2)cc1 (stereo not given)	1	-4	0.3	1	-1	16	5	1	100*	1
15	Cc1cc(NC(=O)CSc2nc(CC(C)(C)C)nc3c2c(=O)n(C)c(=O)n3C)no1	1	-3	5.2	2	-4	-6	13	1	7	0.9
16	CCn1cnc2sc(C(=O)Nc3ccc4c(c3)OCO4)c(C)c2c1=O	0.8	-12	2.4	-2	19	-39	2	1	2	1
17	COc1ccc2oc(-c3ccc(NC(=O)c4ccc(N5CCOCC5)c([N+](=O)[O-])c4)cc3)nc2c1	1.1	-3	7.6	1	-9	-48	5	1	0	0.9
18	O=C(O)CN(c1ccccc1)C1SC(=O)NC1=O (stereo not given)	1	-10	2.4	0	-2	10	2	1	-6	1
19	COc1cc(Nc2cc(C)nc3ncnn23)cc(OC)c1OC	1.1	-7	-0.5	3	-6	-8	-9	1	-6	1.1
20	O=C(NC1CCCCC1)NC1CCN(CC(=O)N2CCOCC2)CC1	1	-16	0.1	-4	-2	-2	4	1	-1	1
21	COc1ccc(-n2c(CCC(=O)O)ccc2-c2ccccc2)cc1	1	-13	4.2	-8	-4	-5	-8	1.1	-4	1.1
22	CC/C(=C\C(=O)c1ccncc1)Nc1ccc(O)cc1	1	1	0.7	0	-4	-6	20	1	-2	0.8
23	O=C(CCN1CCCCC1)NNC(=S)NC(=O)c1ccc(Br)cc1	1.1	-72	0.4	0	-9	9	-25	1	75*	1.2
24	CC(Nc1c([N+](=O)[O-])c(=O)oc2ccccc12)C(Cl)c1ccccc1 (stereo not given)	1	-8	2.9	0	-3	-2	3	1	56*	1
25	COC(=O)c1ccc(Cl)c(NC(=O)CN(c2ccccc2)S(=O)(=O)c2ccc(OC)cc2)c1	1.1	5	3.2	-5	-10	2	.	1.1	16	0.3

Quoted from the results shown for reference:
No.	SMILES	FLuc act counter	TNAP inh no acc	RAM inhibit	TNAP inh hi DEA	FLuc inh counter	APP transl inh	bIAP inhibitor	TNAP act hi DEA	L major viab	bIAP act
1	O=C(CN1CCNCC1)Nc1ccccc1Cl	1	-1	-1.1	1	-1	4	-2	1	-5	1
2	Cc1ccc(C(C(=O)NC(C)(C)C)N(C(=O)c2csnn2)C2CC2)cc1 (stereo not given)	1	-6	0.2	-1	-2	28	8	1	-3	0.9
3	O=c1[nH]c2cc(Cl)c([N+](=O)[O-])nc2[nH]1	1.1	2	0.8	0	-9	-28	38	1	-10	0.6
4	COc1cccc(N(CC(=O)NC(C)c2ccccc2)S(C)(=O)=O)c1 (stereo not given)	1	-10	0.0	-8	2	-17	2	1.1	-6	1
5	CCOC(=O)c1c(NC(=O)C2C3C=CC(C3)C2C(=O)O)sc2c1CC(C)(C)OC2 (stereo not given)	1	-1	0.9	-1	-1	-9	-14	1	-6	1.1
6	CC(=O)NC1C(=O)SC1(C)C (stereo not given)	1.1	-57	2.0	-6	-8	-1	-10	1.1	-1	1.1
7	CCCOC(=O)C1=C(C)NC2=C(C(=O)C(C(=O)OC)C(C)C2)C1c1ccc(N(C)C)cc1 (stereo not given)	1	-3	1.8	3	1	-10	-3	1	4	1
8	c1ccc(CSc2ccc(-c3cccnc3)nn2)nc1	1	-98	1.9	-6	0	-31	14	1.1	-6	0.9
9	CCOc1cc(C2NC(=O)NC(C)=C2C(=O)OC(C)CC)cc(Br)c1O (stereo not given)	1.1	-12	1.8	-6	-6	-4	6	1.1	-1	0.9
10	Cc1cc(C)cc(C(=O)N2CCN=C2SCc2ccc([N+](=O)[O-])cc2)c1	1	-7	0.0	1	0	0	-11	1	21	1.1
11	Cc1cc(NC(=O)C2C3C(=O)N(CC4CCCO4)C(C(=O)NC(C)(C)C)C34C=CC2(C)O4)no1 (stereo not given)	1	-8	0.1	-2	-1	6	-11	1	0	1.1
12	Cc1ccc(-n2c(-c3ccccc3)c[nH]c2=S)cc1	1	5	-0.2	-1	3	-11	13	1	6	0.9
13	CC1=C(C#N)C(c2cn(-c3ccccc3)nc2-c2cccs2)C(C#N)=C(C)N1	1.1	-11	5.1	-7	-5	-11	14	1.1	66*	0.9
14	CC(Oc1ccc(Cl)cc1Cl)C(=O)Nc1ccc(N2CCN(C)CC2)cc1 (stereo not given)	1	-4	0.3	1	-1	16	5	1	100*	1
15	Cc1cc(NC(=O)CSc2nc(CC(C)(C)C)nc3c2c(=O)n(C)c(=O)n3C)no1	1	-3	5.2	2	-4	-6	13	1	7	0.9
16	CCn1cnc2sc(C(=O)Nc3ccc4c(c3)OCO4)c(C)c2c1=O	0.8	-12	2.4	-2	19	-39	2	1	2	1

More results
No.	SMILES	FLuc act counter	TNAP inh no acc	RAM inhibit	TNAP inh hi DEA	FLuc inh counter	APP transl inh	bIAP inhibitor	TNAP act hi DEA	L major viab	bIAP act
26	Cc1ccc(CC(CC(=O)O)C(=O)NCc2ccccc2)cc1 (stereo not given)	1	-16	2.2	1	-1	.	-2	1	0	1
27	O=C(OCC(=O)N1CCCC1)c1cccs1	1	-9	0.9	-6	-4	-21	0	1.1	-2	1
28	Brc1ccccc1CN1CCC(N2CCCCC2)CC1	1	-5	2.0	-2	3	2	0	1	100*	1
29	C=CCn1c(-c2cc(Cl)ccc2OC)n[nH]c1=S	1	7	4.0	-2	2	.	8	1	-10	0.9
30	Cc1cc2oc(C(=O)Nc3ccc(S(N)(=O)=O)cc3)c(C)c2cc1Cl	1	-4	0.2	2	-4	8	19	1	-9	0.8
31	O=C(c1nc2ccccn2c1CNCCCn1ncc2ccccc21)N1CCCC1	1	0	0.1	2	0	2	-18	1	1	1.2
32	NNC(=O)COc1cccc(Oc2ccccc2)c1	1	-22	-1.6	-5	-4	0	12	1	-3	0.9
33	CCCCOc1ccc(-c2[nH]ncc2C=O)cc1	1	-40	-1.0	0	4	-60	-12	1	-8	1.1
34	CC(C)c1[nH]c(=O)c(C#N)c2c1CSC(C)(C)C2	1	-2	0.3	-1	-3	5	-3	1	-5	1
35	COc1ccc(Br)cc1/C=N/n1c(C)nnc1C	1.1	-6	0.2	2	-5	8	-4	1	-3	1
36	CCOC(=O)CCCCC(=O)c1[nH]c(=O)[nH]c1C[n+]1ccc(C)cc1	1	-13	0.9	-2	-2	-7	-18	1	-2	1.2
37	CC(C)N(C)C(=O)c1ccc(OC2CCN(CCc3ccccc3)CC2)cc1	1	-7	2.0	-2	-5	-15	6	1	48	0.9
38	CCCc1cc(N2CCCC(C(=O)NCC)C2)n2ncnc2n1 (stereo not given)	1.1	-17	1.8	-7	-8	-15	1	1.1	0	1
39	COc1cc(/C=N/NC(=S)NCCN2CCOCC2)cc(OC)c1OC	1.1	-8	-0.4	-3	-5	1	15	1	30	0.8
40	N#Cc1nc(COc2ccccc2)oc1N1CCCC1	1	-3	0.7	0	1	3	8	1	15	0.9
41	O=C(Nc1ccc(CN2CCOCC2)cc1)c1ccccc1F	0.8	0	0.8	3	22	-80	44	1	5	0.6
42	CC1CCCCC1N=C1NC(C)(C)CS1 (stereo not given)	1.1	-11	0.5	-2	-6	14	2	1	12	1
43	CC(C)n1c(N2CCN(C(=O)Nc3ccc(F)cc3F)CC2)nc2ccccc21	1	-2	-0.2	-4	-3	2	6	1	4	0.9
44	O=[N+]([O-])c1cc(S(=O)(=O)NCCN2CCOCC2)ccc1Sc1nnnn1-c1ccccc1	1	-6	1.7	4	0	4	-4	1	86*	1
45	O=C(Nc1c2ccccc2nc2ccccc12)C(Cl)(Cl)Cl	1	-13	1.4	-8	-4	-7	-20	1.1	100*	1.2
46	Cc1cc(/C=C(\C#N)C(=O)NCc2ccco2)c(C)[nH]1	1	-7	0.8	0	1	-13	-24	1	0	1.2
47	CCOC(=O)C1CCCN(CC(=O)Nc2c(C(=O)OC)[nH]c3ccccc23)C1 (stereo not given)	1.1	-1	0.1	-7	-11	-10	0	1.1	-5	1
48	N#Cc1ccc(-c2ccccc2)nc1SCCN1CCOCC1	1.1	-10	0.5	-1	-6	-1	17	1	-4	0.8
49	COc1cc(NC(=O)c2ccco2)c(OC)cc1NC(=O)CCC(=O)Nc1cccc(C)c1C	1.1	-8	3.5	0	-5	13	4	1	5	1

Source: PubChem BioAssay (several laboratories)
